Yeast lifespan up: yeast lifespan extension; S. cerevisiae growth with nicotinamide, OD615; deaD strain in restrictive glucose medium; inhibition of the nicotinamide effect, % at 10 µM; actives 0.68% (n = 130,000); AID 775;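 active means inhibition above a set limit, placed 3 SD over the median of all compounds, cut at about 26% in these data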;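 further: 0% = nicotinamide-treated wells and 100% = cells grown without nicotinamide; some compounds called inactive have numbers as strong as hits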
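assay system = DeaD-strain S. cerevisiae | measured by = absorbance at 615 nm | probe or stimulus = nicotinamide 1.5 mM | buffer or medium = CSMM-D glucose medium, restrictive | times = 48 h at 30 °C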
Yeast growth inh: chemicals that inhibit yeast BB579 growth in restrictive medium (lifespan-shortening candidates). S. cerevisiae BB579 growth, OD615, 48 h. inhibition, % at 10 µM. actives 0.51% (n = 140,000). AID 804;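 active means inhibition above a set limit, 3 SD over the mean compound inhibition, cut at about 44% in these data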; further: inactives centre near -24
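controls = amphotericin B 10 µg/mL, positive | assay system = DeaD yeast strain BB579 | schedule = 48 h compound exposure at 30 °C after 4 h preincubation | detection = OD615 turbidity measurement | medium = restrictive CSMM-D medium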
E-sel TNF inh: TNF alpha driven E-selectin expression inhibition. actives 0.71% (n = 120,000). AID 1246. HUVEC TNFa-induced E-selectin immunofluorescence, high content. inhibition, % at 2 µM;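 active means inhibition above the batch mean plus 3 SD, and confirmed as a hit on visual image review, cut at about 43% in these data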;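 further: 0% = TNF-stimulated DMSO wells and 100% = unstimulated control wells; not every result past the cut was called active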
bCat KO growth: beta-catenin-lacking colon tumor cell growth suppression | HCT116 beta-catenin knockout viability, CellTiter-Glo, 60 h; hits give low values | viability, % at 10 µM | actives 1.5% (n = 140,000) | AID 818;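 active means viability at or under a set limit, the compound median less 4 SD, cut at about 6% in these data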;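 further: 0% = Hyamine 1622 control at 20 µM and 100% = untreated cell control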
Measles CPE: protection of cells from measles virus; AID 841; Measles virus-infected cells, CPE protection, absorbance; actives 1.5% (n = 140,000); protection (pct of control), % at 4 µM; in the data active means protection mostly above about 24%, no sharp cut-off; inactive means mostly below about 26%; further: some compounds called inactive have numbers as strong as hits
MRP-1 activ: MRP-1 activation | H69AR cells + doxorubicin, viability rescue, CellTiter-Glo | viability increase, % at 10 µM | actives 0.61% (n = 140,000) | AID 799;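 active means viability gain under doxorubicin at or above a set limit, the compound median plus 3 SD, cut at about 4.7% in these data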;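 further: MRP-1 overexpressing cells given doxorubicin 25 µM after compound pretreatment; 18-22 h compound pretreatment then 72 h with doxorubicin before readout; 0% = doxorubicin-only wells and 100% = vehicle-treated cells without doxorubicin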
HCT116 PTEN-null: PTEN-deleted cell growth suppression; HCT116 PTEN-null viability, CellTiter-Glo, 60 h; hits give low values; viability, % at 10 µM; actives 1.2% (n = 140,000); AID 827;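 active means viability at or below a set limit, 4 SD under the median of all tested compounds, cut at about 3.7% in these data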;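 further: PTEN knockout HCT116 line with beta catenin targeted HCT116 as companion control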
Phagocyt inh: macrophage phagocytosis inhibition; inhibition, % at 5 µM; actives 0.07% (n = 110,000); J774A.1 macrophage IgG-bead phagocytosis, imaging;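 active means inhibition above the mean of the plate negative controls plus 5 SD, cut at about 13% in these data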;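 further: phagocytic index as fraction of beads internalized from green versus red external bead signal; plate controls were DMSO negative control for no effect and cytochalasin-D positive control for full effect; some results beyond the cut were filed as inactive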
NPY-Y2 antag: antagonists of human neuropeptide Y receptor Y2; actives 0.99% (n = 140,000); NPY-Y2 expressing cells, antagonist mode; inhibition, % at 2.7 µM; AID 793; P49146; in the data active means inhibition above about 17%;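 further: 0% = vehicle with agonist challenge and 100% = reference antagonist with challenge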
Target sequence (P49146 whole entry, looked up): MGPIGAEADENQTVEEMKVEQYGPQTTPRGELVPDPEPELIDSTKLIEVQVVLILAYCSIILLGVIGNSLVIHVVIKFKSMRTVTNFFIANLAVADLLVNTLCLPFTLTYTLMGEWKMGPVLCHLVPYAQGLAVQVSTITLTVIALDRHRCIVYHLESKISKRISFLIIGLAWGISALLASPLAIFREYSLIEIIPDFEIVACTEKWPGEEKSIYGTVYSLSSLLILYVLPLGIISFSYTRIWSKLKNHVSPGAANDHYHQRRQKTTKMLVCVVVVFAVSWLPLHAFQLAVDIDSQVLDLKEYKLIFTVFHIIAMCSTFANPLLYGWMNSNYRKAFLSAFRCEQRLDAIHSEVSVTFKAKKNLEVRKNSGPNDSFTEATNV
GALR2 antag: GALR2 (human) receptor antagonism | O43603 | GALR2-expressing cells, antagonist mode | inhibition, % at 4 µM | actives 0.39% (n = 140,000); in the data active means inhibition above about 27%;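 further: cells stimulated with galanin 1-16 at roughly its EC80; 0% = agonist challenge control and 100% = basal control without agonist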
Target sequence (O43603 whole entry, looked up): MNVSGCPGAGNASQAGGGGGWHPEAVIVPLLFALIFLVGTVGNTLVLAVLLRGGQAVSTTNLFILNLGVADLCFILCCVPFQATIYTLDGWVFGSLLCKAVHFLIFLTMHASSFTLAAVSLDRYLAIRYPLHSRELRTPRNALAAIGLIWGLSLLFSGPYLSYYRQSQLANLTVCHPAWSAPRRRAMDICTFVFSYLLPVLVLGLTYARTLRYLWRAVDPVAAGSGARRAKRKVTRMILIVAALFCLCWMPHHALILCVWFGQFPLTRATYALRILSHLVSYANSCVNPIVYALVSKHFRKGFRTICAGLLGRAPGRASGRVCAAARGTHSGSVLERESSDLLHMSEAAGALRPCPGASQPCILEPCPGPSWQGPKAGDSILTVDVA
* = called active by the depositor; . = not tested or not shown.

Values in the order: Yeast lifespan up, Yeast growth inh, E-sel TNF inh, bCat KO growth, Measles CPE, MRP-1 activ, HCT116 PTEN-null, Phagocyt inh, NPY-Y2 antag, GALR2 antag
CCN1C(=O)C(O)(CC(=O)/C=C/C=C/c2ccccc2)c2ccccc21 (configuration not stated)
→ -13, -11, -23, 72, 5, -5.5, 72, ., 5, -5
CCN(CC)C(=O)c1cc2c(=O)n3cccc(C)c3nc2n1C
→ -21, -25, -10, 73, 3, -0.5, 84, -4, 1, 5
CC(C)OC(=O)C(CC(=O)O)NCc1ccccc1 (configuration not stated)
→ -5, -10, 9, 98, 14, -2.7, 93, ., 0, -3
CC(C)=CCC/C(C)=C/C=N/NC(=O)c1ccc([N+](=O)[O-])cc1
→ 0, -22, ., 70, ., -1.2, 72, -11, 1, -4
COc1cc(C)c(S(=O)(=O)N2CCN(C)CC2)cc1C
→ -6, -16, 3, 103, 6, -1.0, 101, -3, 3, 3
O=C(CSc1ncn(-c2ccccc2)n1)c1cccs1
→ -13, -28, 7, 72, 12, 0.1, 85, 1, 2, -21
CN(C)c1ccc(C(=S)N2CCN(c3ccccc3)CC2)cc1
→ 2, -12, 21, 91, 26, -2.4, 94, -1, 4, -5
Cc1c(N=Cc2ccncc2)c(=O)n(-c2ccccc2)n1C
→ -10, -3, ., 102, 3, -1.1, 101, 0, 11, 1
COCCN(C(=O)CCC(=O)Nc1ccccn1)C(C(=O)NC1CCCC1)c1ccc(OC)cc1 (configuration not stated)
→ -2, -34, 100*, 93, 10, -1.4, 95, ., 2, -2
Cc1nn(Cc2ccccc2)c(Cl)c1/C=N/NC(=O)CNc1cccc(C(F)(F)F)c1
→ -1, -40, ., 37, 29, -3.4, 56, -7, 4, -2
O=C(NCCCCO)C(F)(F)C(F)(F)C(F)(F)C(=O)NCCCCO
→ -3, -14, -2, 102, 31, -0.3, 98, 0, 0, 1
Cc1ccccc1OCC(=O)NCCN(C)C
→ -11, -9, 4, 104, 5, -0.2, 88, 1, 2, 0
COCc1[nH]nc2c1C1(CCSCC1)C(C#N)=C(N)O2
→ -8, -15, -7, 104, 11, 4.2, 109, -1, 4, 2
Cc1cccc(-n2ncc3c(NCc4ccc5c(c4)OCO5)ncnc32)c1
→ -19, -15, -14, 80, 6, 0.8, 69, 5, 15, -1
CCN(CC)S(=O)(=O)c1ccc(-c2nnc(SCC(=O)c3ccc(OC)cc3)o2)cc1
→ -3, -65, -56, 89, 7, -1.5, 91, 2, 2, 3
Cc1ccc(CC2CC(=O)N(c3ccncc3)C2=O)cc1 (configuration not stated)
→ -1, -17, -8, 96, 28, 0.1, 95, -1, 0, -5
CCOCC(=O)Nc1cccc(NC(C)=O)c1
→ -5, 18, 9, 100, 5, -1.1, 102, 4, 5, -11
COc1cccc(C2=CC(c3ccc(N(C)C)cc3)n3ncnc3N2)c1 (configuration not stated)
→ -8, -45, -8, 89, 4, -2.0, 93, 1, 2, 8
COc1ccccc1S(=O)(=O)Nc1cccc(-c2nnc3n2CCCCC3)c1
→ -6, 28, -3, 100, 4, -0.5, 119, -5, 0, -1
CC(C)[C@H](NC(=O)OC(C)(C)C)C(=O)N/N=C/c1cccc2nccnc12
→ 1, -13, 2, 88, 30, -0.6, 99, 2, 0, 5
CCCC(c1nnnn1Cc1ccco1)N1CCN(C2CCCC2)CC1 (configuration not stated)
→ 2, -45, -8, 79, 14, -1.4, 85, -2, 14, 69*
COc1ccc(CCNC(=O)C2CCCN(S(=O)(=O)c3cccc4nonc34)C2)cc1OC (configuration not stated)
→ -21, -25, 10, 91, 23, -1.4, 102, -1, 0, -13
Cc1csc(NC(=O)CSc2nnc(-c3ccoc3C)n2Cc2ccco2)n1
→ 0, 12, -12, 86, 4, -3.4, 79, -2, 5, 6
Cc1cc(=O)[nH]c(-c2ccccc2O)n1
→ -20, -43, ., 92, 15, -2.0, 100, 0, 3, 16
COc1ccc(C(=O)Nc2ccc(Oc3ncnc4sc(-c5ccccc5)cc34)cc2)cc1OC
→ -3, -16, ., 83, 6, -3.2, 84, 3, 2, -1
CCN(CC)CCNC(=O)c1ccc(CS(=O)(=O)c2ccc(Br)cc2)o1
→ -2, -19, ., 79, 16, -3.1, 94, ., 3, 0
Cc1nnc(SCC(N)=O)n1CCc1ccccc1
→ ., -15, -29, 97, 17, -2.5, 94, ., 1, -1
CN(C)c1ccc(CNn2cnnc2)cc1
→ -1, -20, 7, 98, 0, -1.6, 97, -2, 4, 13
COc1ccc(/C=N/NC(=O)c2ccc(CSc3nc(C)cc(C)n3)cc2)c(OC)c1OC
→ 4, -26, 2, 90, 7, -3.4, 75, 1, -1, 4
COc1ccc(-c2cnn(C3CCS(=O)(=O)C3)c2N)cc1 (configuration not stated)
→ -5, 11, -8, 104, 0, -1.3, 99, 1, -2, -4
Cc1ccc(S(=O)(=O)N2CCOCC2)cc1NC(=O)Cn1ccsc1=N
→ -8, -25, -8, 80, 8, -2.3, 97, -1, 0, 0
Cc1ccc2c(c1)[nH]c1c(=O)n(CCCN3CCOCC3)cnc12
→ -7, -21, ., 78, 8, -0.3, 95, 1, 2, 3
CCOC(=O)C1CCN(c2nc3ccccc3nc2C(C#N)C(=O)OC(C)COC)CC1 (configuration not stated)
→ 12, -61, -22, 79, 7, -1.5, 76, 0, 3, 5
C=CCN1C(=O)/C(=C\c2ccc(Cl)cc2)N=C1SCC(=O)NCCC
→ -5, -16, 8, 98, 13, -3.9, 103, -2, 0, -2
CCOc1ccccc1CNc1ccc(N2CCOCC2)c(C(=O)O)c1
→ -20, -36, -26, 101, 4, -2.1, 103, 0, 0, 12
COc1ccc2c(c1)C(SCC(=O)NCCc1ccccc1)CC(C)(C)O2 (configuration not stated)
→ 3, 7, 13, 90, 2, -2.1, 95, ., 0, -15
CCSc1nnc(Nc2ccccc2)s1
→ -12, -35, ., 91, 5, 0.7, 92, ., 2, 5
CCOC(=O)C1=C(C)NC2=C(C(=O)CCC2)C1c1ccc(O)c(OCC)c1 (configuration not stated)
→ 4, 10, ., 103, 21, -1.8, 97, -1, -1, 6
Cc1ccc2nc(N/N=C/c3ccccc3C#N)nc(-c3ccccc3)c2c1
→ -22, -44, -33, 21, 7, 0.2, 30, ., 13, 6
O=C(CC1(C(F)(F)F)OCCO1)Nc1ccc2c(c1)OCO2
→ -14, -11, 13, 94, 3, -2.1, 93, ., -2, 9
Cc1ccc(N=Nc2c(N)nn(-c3ccccc3)c2N)cc1
→ -4, -14, ., 30, 2, 0.0, 28, -2, 3, 20
Cc1cnc(Sc2ncccc2[N+](=O)[O-])nc1
→ ., 11, -11, 87, 18, -2.6, 89, ., 2, -8
Cc1ccc(CSc2nnc(NC(=O)C3COc4ccccc4O3)s2)cc1 (configuration not stated)
→ -8, -21, -27, 97, 6, -0.5, 93, -3, 11, -1
CCCc1nnc(NC(=O)c2cc3ccccc3oc2=O)s1
→ -12, -38, 17, 107, 28, -1.4, 100, 2, 2, -12
Cn1c(CCNC(=O)c2ccco2)nc2cc(NC(=O)C3CCCCC3)ccc21
→ ., -34, -31, 100, 4, -3.9, 98, ., 1, 0
CC1(C)CC(=O)C(C=Nc2ccccc2)=C(O)C1
→ -2, -37, -2, 80, 11, -0.7, 102, 1, 3, 9
CC1CCc2c(nc3ncnn3c2N2CC(C)OC(C)C2)C1 (configuration not stated)
→ -13, -4, 13, 90, 28, -4.2, 86, 1, 2, 7
CCC(=O)Nc1ccc(NC(=O)c2ccco2)cc1
→ -3, -29, ., 97, 11, -2.4, 88, 2, 2, -11
C=CCn1c(=O)c2ccccc2n2c(SCC(=O)/C(C#N)=C(\C)N)nnc12
→ -11, -2, 18, 92, 7, -1.1, 97, 1, 3, 0
CCN(CC)C(=O)CSc1nc2cccnc2n1-c1ccccc1OC
→ -5, -7, -7, 100, 5, -2.8, 100, 2, 1, -9
O=C(N/N=C/c1cc(Cl)cc([N+](=O)[O-])c1O)NC12CC3CC(CC(C3)C1)C2
→ -4, -24, 9, 69, 3, -2.3, 62, -13, -5, 0
CN(C)CC(=O)c1c[nH]c2ccccc12
→ -1, -10, -28, 83, 0, -2.8, 87, ., -1, 15
Cc1cc(NS(=O)(=O)c2ccc(NC(=S)NC(=O)c3ccc(Br)cc3)cc2)no1
→ -3, -6, 10, 91, 13, -2.3, 99, ., 0, -14
CCOc1ccc(NC(=O)CCNS(=O)(=O)c2ccc3c(c2)CCC(=O)N3)cc1
→ 3, -33, -7, 96, 8, 0.6, 95, -1, 0, 1
O=C(NC1=NCCS1)C1Cc2ccccc2CN1C(=O)c1ccccc1 (configuration not stated)
→ -4, -41, ., 102, 29*, -1.0, 101, -1, 1, -5
CCn1c(SCC(=O)Nc2cc(C)ccc2C)nc2c(c1=O)SC(C)C2 (configuration not stated)
→ -1, -48, -36, 93, 3, -4.0, 90, 0, 6, 0
CCSc1nc(C)cc(Oc2ccc(=O)n(C)n2)n1
→ 0, -5, 22, 102, 5, -0.3, 98, -1, 2, -5
Cc1ccc2c(CC(=O)OCc3cc(=O)n4c(n3)sc3ccccc34)coc2c1
→ -8, -57, ., 103, 4, 1.1, 108, ., 1, -4
COC(=O)c1[nH]c2ccccc2c1NC(=O)CN1CCN(c2cccc(OC)c2)C(C)C1 (configuration not stated)
→ -8, -4, 6, 77, 14, -3.0, 78, 2, 0, -1
Oc1ccccc1C1=Nc2ccccc2N=C(c2ccco2)C1
→ -11, -32, 5, 80, 6, -1.2, 76, -1, 10, -7

Looked up above:
Yeast lifespan up with Cc1ccc2nc(N/N=C/c3ccccc3C#N)nc(-c3ccccc3)c2c1 reads -22
GALR2 antag with CCC(=O)Nc1ccc(NC(=O)c2ccco2)cc1 reads -11

Bioassay records (PubChem BioAssay)
